# Assay outcomes: PubChem BioAssay, Broad Institute
# RAD52 anneal inh: inhibitors of human RAD52 DNA annealing; AID 651710; actives 0.46% (n = 360,000); recombinant RAD52 DNA annealing, FRET fluorescence; inhibition, % at 18.7 µM;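 active means every replicate showing at least 50% inhibition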
# esBAF inh: inhibitors of esBAF chromatin remodeling in mouse ES cells | Bmi1-luciferase knock-in reporter, 24 h; 100% = twice the neutral-well signal | reporter increase, % at 12.5 µM | actives 2% (n = 350,000) | AID 602393; in the data active means activation above about 40%;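 further: 0% = median of the plate's neutral control wells and 100% = double that signal; a rise in the Bmi1 reporter signal indicates esBAF inhibition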
# Xi reactivation: X-chromosome reactivation activator | activation, % at 7.58 µM | AID 743238 | actives 0.055% (n = 360,000) | XiGFP mouse fibroblasts, % GFP-positive cells imaging, 3 d; cells co-treated with 5-aza-dC sensitizer; scaled so ellipticine positive control = 100%;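 active means mean normalized replicate activation at least 10% and every replicate at or above 10%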;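 further: 0% = median of on-plate neutral control wells and 100% = ellipticine 6 µM median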
#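 System: XiGFP fibroblasts, SV40-immortalized. Medium: DMEM plus 5-aza-dC sensitizer. Doses: single point. Timing: 3 d treatment, 15 min room-temperature fixation. Control set: ellipticine 6 µM.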
# ARNT TACC3 PPI: disrupts binding between human ARNT and TACC3; AlphaScreen His-ARNT PAS-B/GST-TACC3 binding, luminescence; TACC3 fragment carries E629A point mutation; Q9Y6A5; inhibition, % at 9.99 µM; actives 0.66% (n = 390,000); AID 623870;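 active means mean inhibition of replicates at least 50% and at least half of replicates each reaching 50%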;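 further: 0% = complete ARNT plus TACC3 wells and 100% = ARNT alone without TACC3; many hits fall short of the cut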
# RAD54 branch: blocks human RAD54 Holliday junction branch migration | FAM/BHQ fluorescence | inhibition, % at 10.4 µM | actives 0.14% (n = 360,000);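 active means mean normalized replicate activity at least 40 and at least half of replicates scoring 40 or more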;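 further: 0% = median of neutral control wells and 100% = median of positive control wells; inhibitors cause a drop in the FAM fluorescence signal; in these data hits start at about 50%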
# Target sequence (Q92698 whole entry, looked up): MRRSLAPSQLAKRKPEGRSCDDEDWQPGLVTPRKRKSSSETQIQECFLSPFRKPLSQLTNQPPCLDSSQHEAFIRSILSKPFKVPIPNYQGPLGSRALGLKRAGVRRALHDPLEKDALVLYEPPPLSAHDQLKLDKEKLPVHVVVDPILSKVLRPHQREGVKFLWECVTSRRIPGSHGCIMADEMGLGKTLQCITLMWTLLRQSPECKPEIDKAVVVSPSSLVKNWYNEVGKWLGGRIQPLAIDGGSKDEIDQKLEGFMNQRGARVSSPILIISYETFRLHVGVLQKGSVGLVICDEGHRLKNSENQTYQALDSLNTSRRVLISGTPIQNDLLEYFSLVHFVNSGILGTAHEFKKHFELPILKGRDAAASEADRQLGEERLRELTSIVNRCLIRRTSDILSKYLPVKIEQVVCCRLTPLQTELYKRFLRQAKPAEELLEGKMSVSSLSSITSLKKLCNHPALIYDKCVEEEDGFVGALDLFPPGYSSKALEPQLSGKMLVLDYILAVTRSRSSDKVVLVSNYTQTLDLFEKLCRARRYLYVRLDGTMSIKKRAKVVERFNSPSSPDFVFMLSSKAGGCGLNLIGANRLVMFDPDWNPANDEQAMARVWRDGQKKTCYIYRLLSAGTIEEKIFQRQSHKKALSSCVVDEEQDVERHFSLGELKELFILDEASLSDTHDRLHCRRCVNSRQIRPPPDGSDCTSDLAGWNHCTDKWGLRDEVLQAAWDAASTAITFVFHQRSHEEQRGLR
# CFTR F508del cor: correctors of CFTR F508del function in bronchial epithelial cells; CFBE cells, YFP halide quenching; stimulated with forskolin plus potentiator P3; % fluorescence drop versus neutral controls; activity (quench increase), % at 7.58 µM; actives 0.36% (n = 350,000); AID 720511;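 active means mean added fluorescence quench of at least 8% versus neutral control, with both replicates also reaching 8%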;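 further: cells transiently co-express mutant CFTR-F508del with the halide-sensitive YFP; corrector assay measuring rescue of mutant channel to the surface after 24 h compound exposure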
# ERAP1 HTS inh: blocks human ERAP1 aminopeptidase activity. Q9NZ08. recombinant ERAP1, Leu-AMC fluorescence, 60 min. inhibition, % at 10.7 µM. actives 0.15% (n = 340,000). AID 652197;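 active means mean replicate inhibition of at least 30%, or all replicates individually reaching that 30% level; inactive means mean below 30% and not every replicate reaching it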;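 further: 0% = neutral control wells and 100% = L-leucinethiol positive control wells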
# GSIS activator: primary screen for activators of insulin secretion dependent on glucose, INS-1E cells, GLuc reporter luminescence | INS-1E GLuc reporter insulin secretion, 2-3 h | activation, % at 16.6 µM | actives 0.61% (n = 370,000) | AID 743287;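 active means lowest replicate activation of at least 40%, so every replicate reaches that level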;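 further: 0% = median of neutral control wells and 100% = median of IBMX positive control wells; some compounds called inactive have numbers as strong as hits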
# * marks the source's active call; other numbers are inactive results; . = no result given.
SMILES,RAD52 anneal inh,esBAF inh,Xi reactivation,ARNT TACC3 PPI,RAD54 branch,CFTR F508del cor,ERAP1 HTS inh,GSIS activator
CC1=Nc2ccccc2N=C(NC(=O)c2ccccc2)C1c1ccccc1 (stereo not given),-14,-15,0.1,.,-3,0.8,1,7
Cc1ccc2cc3cc(C(=O)NC4CC4)oc3nc2c1,-6,45*,0.2,5,-1,-1.1,-3,8
Cc1cc(C(=O)COC(=O)CC2Sc3ccccc3NC2=O)c(C)n1-c1cccc(C(F)(F)F)c1 (stereo not given),-24,31,0.2,6,-4,-0.9,3,-8
O=C(C[C@H]1C=C[C@H](NC(=O)c2cccnc2)[C@@H](CO)O1)NCc1ccc(Cl)c(Cl)c1,-10,2,-0.1,5,-7,-1.0,-1,-7
Cc1ccc(C(=O)N2CCNC(=O)C2CC(=O)Nc2ccccc2)cc1 (stereo not given),-8,-1,-0.1,-6,-1,0.2,0,10
COc1ccc(S(=O)(=O)N2CCOCC2)cc1NC(=O)c1sccc1C,-6,1,0.0,-5,0,3.5,2,.
Cc1ccc(C)c(NC(=O)CN(C)C(=O)c2oc3c(Cl)cccc3c2C)c1,-12,2,0.2,3,-6,1.8,0,9
O=C(CN(C(=O)c1nsc(Cl)c1Cl)c1ccc(F)cc1)NC1CCCC1,-12,0,0.1,.,-6,-0.6,-2,-3
COc1ccc(NC(=O)N(C)C[C@@H]2Oc3ccc(NS(=O)(=O)c4ccc(Cl)cc4)cc3CC(=O)N([C@H](C)CO)C[C@@H]2C)cc1,-13,-2,-0.4,-10,-3,3.2,2,-1
COc1cc([N+](=O)[O-])cc(/C=C2/SC(=S)N(Cc3ccccc3)C2=O)c1O,-25,-62,0.2,11,-54,5.2,-3,-63
CC(=O)Oc1ccccc1Cn1c(C)c(C(=O)NCc2cccc([N+](=O)[O-])c2)sc1=O,-4,0,-0.2,.,0,1.7,.,-17
COc1ccc2ccccc2c1CN1CCN(C(=O)c2ccco2)CC1,-15,-2,0.1,-3,-14,-1.6,3,-3

# With a hit mark in esBAF inh, among the entries above:
canonical_smiles | RAD52 anneal inh | esBAF inh | ARNT TACC3 PPI | CFTR F508del cor | ERAP1 HTS inh | GSIS activator
Cc1ccc2cc3cc(C(=O)NC4CC4)oc3nc2c1 | -6 | 45* | 5 | -1.1 | -3 | 8

# The listing continues:
SMILES,RAD52 anneal inh,esBAF inh,Xi reactivation,ARNT TACC3 PPI,RAD54 branch,CFTR F508del cor,ERAP1 HTS inh,GSIS activator
O=C(CCN1CCN(c2ccccc2)CC1)Nc1ccc2c(c1)OCO2,.,-1,.,0,0,.,.,-15
C[C@@H]1CN([C@H](C)CO)C(=O)CCCn2cc(nn2)CO[C@@H]1CN(C)Cc1ccc(O)cc1,3,-5,0.2,39,5,-3.6,0,26
C[C@@H]1CCCCO[C@@H](CN(C)C(=O)NC2CCCCC2)[C@@H](C)CN([C@H](C)CO)C(=O)c2cc(NC(=O)Nc3ccc(F)cc3)ccc2O1,-9,-7,0.0,7,7,1.3,0,-1
CCOc1ccccc1CN1CCNC(=O)C1CC(=O)NCc1nccn1CC (stereo not given),-21,-5,0.2,22,2,2.4,-2,24
O=C(NC1CCCCC1)C(c1ccc(C(F)(F)F)cc1)n1c(=O)c(-c2cc3ccccc3[nH]2)nc2ccccc21 (stereo not given),-22,.,0.0,.,.,0.6,.,17
Cc1ccc(C)c(OCc2nnc(NC(=O)c3ccc4c(c3)OCO4)s2)c1,-1,1,-0.2,-11,.,-1.7,.,10
CC(=O)Nc1ccc(-c2ccnc3c2CC(C(=O)NCc2ccccc2)O3)cc1 (stereo not given),-1,2,1.2,.,-2,5.0,-2,18
C=CCn1c(N)c(C(=O)NCc2ccco2)sc1=S,.,-5,.,6,-10,.,.,-4
CCOC(=O)c1c(NC(=O)c2cc3n(n2)C(C(F)(F)F)CC(c2ccccc2)N3)sc(C)c1C (stereo not given),-7,.,0.1,-3,6,-0.7,-1,8
Cc1nn(Cc2c(Cl)cccc2Cl)c(C)c1NC(=O)Cn1nc([N+](=O)[O-])c(Cl)c1C,-13,.,0.1,-5,.,.,5,.
Cc1cc(C(=O)COC(=O)Cc2n[nH]c(=O)c3ccccc23)c(C)n1-c1cccc(C(F)(F)F)c1,.,.,0.0,-2,5,.,.,-39
CN(C)C(=O)[C@@H]1[C@@H](CO)[C@@H]2Cn3c(ccc(-c4ccccc4)c3=O)[C@H]1N2Cc1ccccn1,.,-3,0.4,.,-6,.,.,-1
COc1ccccc1C(=O)CN1C(=O)NC2(CCCCCC2)C1=O,-16,4,0.0,-4,-10,-3.0,-2,-1
N#CC1(NC(=O)COC(=O)c2ccc(Cl)nc2)CCCCC1,-8,4,-0.1,-2,-1,2.2,-2,0
O=[N+]([O-])c1cccc(-c2noc(-c3ccco3)n2)c1,-14,.,0.0,-2,.,-0.7,3,.
CCCc1cc(=O)oc2cc(C)cc(OCC(=O)NCc3cccnc3)c12,-17,1,0.0,3,7,-2.0,2,11
Cc1ccc(-n2ccnc2SCC(=O)c2c(N)n(C3CC3)c(=O)[nH]c2=O)cc1C,-3,0,0.0,4,0,3.1,-1,5
CCOc1ccccc1Oc1cn[nH]c1-c1ccc(O)cc1O,-3,-1,0.1,-2,.,6.5,-2,-10
Nc1c(OS(=O)(=O)c2ccccc2)cccc1OS(=O)(=O)c1ccccc1,-5,.,0.4,.,7,2.2,1,.
O=C(NC1CC1)c1ccc(CSCc2cccc(F)c2)o1,-9,24,0.8,3,4,-0.7,2,-12
CN1CCN(C(=O)C[C@@H]2C=C[C@H](NS(=O)(=O)c3cccc(F)c3)[C@H](CO)O2)CC1,6,3,-0.2,-6,-2,-3.4,-1,18
COc1cccc(/C=N/NC(=S)NC2CC3CCC2C3)c1OC (stereo not given),-1,5,0.2,0,.,1.8,0,-11
COc1ccc(N(CC(=O)NC(C)(C)C)S(=O)(=O)c2ccccc2)cc1OC,5,.,.,-3,.,2.3,0,0
C[C@H](CO)N1C[C@H](C)[C@@H](CN(C)C(=O)Nc2cccc3ccccc23)Oc2ccc(NS(=O)(=O)c3ccc(Cl)cc3)cc2C1=O,-1,-1,-0.1,11,-17,-1.2,2,-4

# Reprinted from the part before: five entries, then new ones.
SMILES,RAD52 anneal inh,esBAF inh,Xi reactivation,ARNT TACC3 PPI,RAD54 branch,CFTR F508del cor,ERAP1 HTS inh,GSIS activator
O=C(NC1CC1)c1ccc(CSCc2cccc(F)c2)o1,-9,24,0.8,3,4,-0.7,2,-12
CN1CCN(C(=O)C[C@@H]2C=C[C@H](NS(=O)(=O)c3cccc(F)c3)[C@H](CO)O2)CC1,6,3,-0.2,-6,-2,-3.4,-1,18
COc1cccc(/C=N/NC(=S)NC2CC3CCC2C3)c1OC (stereo not given),-1,5,0.2,0,.,1.8,0,-11
COc1ccc(N(CC(=O)NC(C)(C)C)S(=O)(=O)c2ccccc2)cc1OC,5,.,.,-3,.,2.3,0,0
C[C@H](CO)N1C[C@H](C)[C@@H](CN(C)C(=O)Nc2cccc3ccccc23)Oc2ccc(NS(=O)(=O)c3ccc(Cl)cc3)cc2C1=O,-1,-1,-0.1,11,-17,-1.2,2,-4
Cc1noc(C)c1NC(=O)N[C@H]1CC[C@H](CCNC(=O)C2CCC2)O[C@H]1CO,-9,-4,-0.1,-10,9,-0.2,4,8
Cc1ccccc1CC1(CO)CCCN(C(=O)CCC(F)(F)F)C1 (stereo not given),-17,0,0.1,.,-10,-0.4,0,-8
CC(=O)c1sc(NC(=O)C2CCN(C(=O)c3ccc(F)cc3)CC2)nc1-c1ccccc1,-2,-3,0.1,9,-5,0.3,-5,-9
CC(=O)Nc1ccc2nc3c(=O)n(C)c(=O)n(C)c3nc2c1,-165,.,0.1,18,.,1.2,.,23
O=C(C[C@H]1CC[C@H]2[C@@H](COC[C@H](O)CN2Cc2nccs2)O1)NCc1ccccc1F,4,3,-0.1,-8,2,2.0,-1,-10
COC(=O)c1sccc1NC(=O)c1csc2c1CCCC2,-10,23,.,-11,-2,-1.1,-5,.
O=C(CSCc1ccccc1)Nc1ccc(F)cc1F,-3,8,0.2,0,3,0.8,12,-12
COc1cc(-n2c(-c3ccccc3)n[nH]c2=S)c(OC)cc1Cl,2,.,0.0,-2,.,0.4,9,19
Nc1nonc1-n1nnc(C(=O)N/N=C/c2ccc(OCc3ccccc3)cc2)c1COc1ccc(F)cc1,-6,15,0.1,-7,1,1.7,.,-9
Cc1ccc(C(=O)CN(C(=O)c2ccc(Cl)c(Cl)c2)N2C(=O)C3CCCCC3C2=O)cc1 (stereo not given),.,-2,.,-9,11,.,.,-26
COc1ccc(-c2cc(=O)c3c(OC)c(OC)c(OC)c(OC)c3o2)cc1,-1,9,.,-3,4,5.8,-1,.
COCC(=O)N1CC2(CN(Cc3ccccc3)C2)c2c([nH]c3cc(OC)ccc23)[C@H]1CO,5,.,0.1,.,.,1.7,1,7

# In another format: entries from further up
molecule	RAD52 anneal inh	esBAF inh	Xi reactivation	ARNT TACC3 PPI	RAD54 branch	CFTR F508del cor	ERAP1 HTS inh	GSIS activator
COCC(=O)N1CC2(CN(Cc3ccccc3)C2)c2c([nH]c3cc(OC)ccc23)[C@H]1CO	5	.	0.1	.	.	1.7	1	7
COc1cc([N+](=O)[O-])cc(/C=C2/SC(=S)N(Cc3ccccc3)C2=O)c1O	-25	-62	0.2	11	-54	5.2	-3	-63
Cc1cc(C(=O)COC(=O)CC2Sc3ccccc3NC2=O)c(C)n1-c1cccc(C(F)(F)F)c1 (stereo not given)	-24	31	0.2	6	-4	-0.9	3	-8

# (next part)
SMILES,RAD52 anneal inh,esBAF inh,Xi reactivation,ARNT TACC3 PPI,RAD54 branch,CFTR F508del cor,ERAP1 HTS inh,GSIS activator
CC(C)C(=O)c1cc2c(cc1NC(=O)c1cccs1)OCCO2,.,-4,.,-3,-3,.,.,-23
CO[C@@H]1CN(C)C(=O)c2cc(NS(C)(=O)=O)ccc2OC[C@@H](C)N(Cc2ccccc2)C[C@@H]1C,-2,-2,0.0,-1,3,1.0,0,5
O=C(NCC1CCCO1)c1ccc2c(c1)N(Cc1ccccc1)C(=O)CS2=O (stereo not given),-4,-2,0.2,-2,-4,-4.3,4,.
Cc1ccc(-c2cc3nc(NCCOc4ccccc4Cl)n(C)c(=O)c3s2)cc1,-8,5,0.1,.,0,-5.1,3,13
Cc1ccnn1-c1ccc(C(=O)NCC(c2ccco2)N2CCCC2)cc1 (stereo not given),-24,10,0.4,9,-3,2.6,4,30
CCCCN(C)CCNS(=O)(=O)c1ccc2c(c1)n(C)c(=O)c(=O)n2C,-4,-5,-0.1,-4,2,-1.7,-1,-4
Cc1ccc(C)c(NC(=O)c2ccc(OCc3c(C)noc3C)cc2)c1,5,2,0.2,-3,-1,1.6,-1,14
COc1ccc(NC(=O)Nc2ccc3c(c2)C(=O)N([C@@H](C)CO)C[C@@H](C)[C@H](CN(C)S(=O)(=O)c2c(C)noc2C)OCCCC[C@H](C)O3)cc1,.,-2,-0.8,0,-6,1.1,.,3
O=C(COC(=O)c1ccc(NS(=O)(=O)c2ccc3c(c2)OCCO3)cc1)NC1CCS(=O)(=O)C1 (stereo not given),-4,.,0.1,0,.,2.8,2,4
O=C(N[C@H]1CC[C@H](CCn2cc(C3(O)CCCC3)nn2)O[C@H]1CO)C1CC1,-12,-11,-0.1,-13,3,0.2,-2,4
O=C(c1ccc(F)cc1)N1CC(=O)N2[C@H](C1)[C@@H](c1ccc(C#Cc3ccc(F)cc3)cc1)[C@@H]2CO,-10,.,0.1,.,.,2.2,-1,-6
Cc1ccc(Oc2ccccc2NC(=O)CN2C(=O)NC3(CCCC3)C2=O)cc1,-21,-4,0.0,9,-4,-2.1,2,-39
CC(C)c1ccc(NC(=O)CCc2ccccc2)cc1,-21,36,0.0,-3,-10,2.2,-2,2
CCn1c(SCC(=O)N2CCCC2=O)nc2ccccc21,-22,-2,0.4,.,3,1.0,0,19
